Screens as filed in PubChem BioAssay.
MITF act: activators of MITF-driven TRPM1 promoter activity in SK-MEL-5 cells | SK-MEL-5 TRPM1-promoter luciferase, 24 h; % of positive control, neutral wells = 0 | 0.75% of 300,000 active | activation, % at 12.5 µM | AID 588334;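 active means mean activation of at least 80% with every replicate also reaching 80%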;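 further: 0% = neutral control wells and 100% = parthenolide positive control wells; values of inactives mirror those of a sister screen read the other way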
PfHsp90 yeast 2: growth inhibition of yeast expressing Plasmodium Hsp90 | S. cerevisiae expressing PfHsp90, BacTiter-Glo ATP, 48 h; yeast lacking PDR1 and PDR3 efflux regulators | inhibition, % at 9.4 µM | 0.32% of 310,000 active;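 active means every replicate shows inhibition above about 80%, whatever the replicate mean, limit read from the data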;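 further: 0% = DMSO neutral controls and 100% = 20 µM radicicol positive controls; yeast relying on Plasmodium falciparum Hsp90 in place of its own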
NSD2 HMT inh: blocks human histone methyltransferase NSD2. NSD2 peptide methylation, AlphaScreen, 120 min. inhibition, % at 12.5 µM. 0.54% of 310,000 active; in the data active means inhibition above about 50%
CAL PDZ FP-1: blocks peptide binding to the human CAL PDZ domain; Q9HD26; purified CAL PDZ, TMR-peptide fluorescence polarization, 1 h; inhibition, % at 24.9 µM; 0.92% of 300,000 active; AID 602252;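 active means mean inhibition of at least 30% with at least half of replicates also reaching 30%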;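 further: 0% = DMSO neutral control and 100% = excess unlabeled competitor peptide PRC23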
PvdQ inh: P. aeruginosa PvdQ acylase inhibition; purified PvdQ acylase, fluorescence plate reader; AID 488965; inhibition, % at 10 µM; 0.063% of 340,000 active; in the data active means inhibition above about 30%, passing the limit was not always enough;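 further: 0% = vehicle neutral wells and 100% = reference inhibitor wells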
SR-BI uptake up: enhances SR-BI lipid uptake from DiI-HDL | CHO ldlA[mSR-BI] cells, DiI-HDL uptake fluorescence, 3 h; 100 = double the neutral-control signal | activation, % at 12.5 µM | 0.096% of 320,000 active;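 active means mean replicate activation of at least 60% and every replicate at or above 60%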;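 further: 0% = median plate neutral-control signal and 100% = twice that signal; values of inactives mirror those of a sister screen read the other way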
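Test system: SR-BI-overexpressing, LDLR-lacking CHO cells; Also added: labelled HDL, 10 µg/mL; Measured by: bottom-read cell fluorescence after medium removal, ex 550/em 595 nm; Timing: 3 h uptake period with compound, 37 °C; Buffer or medium: F12, 0.5% BSA, 25 mM HEPES; Doses: single compound concentration, delivered by pin transfer.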
SR-BI HDL uptake: mouse SR-BI HDL lipid transfer inhibition | inhibition, % at 12.5 µM | 0.96% of 320,000 active | Q61009 | ldlA[mSR-BI] CHO cells, DiI-HDL uptake fluorescence, 3 h;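 active means mean replicate inhibition of at least 70% and a set share of replicates each scoring 70 or more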;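 further: 0% = median of neutral control wells and 100% = median of positive control wells; values of inactives mirror those of a sister screen read the other way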
Target sequence (Q61009 whole entry, looked up): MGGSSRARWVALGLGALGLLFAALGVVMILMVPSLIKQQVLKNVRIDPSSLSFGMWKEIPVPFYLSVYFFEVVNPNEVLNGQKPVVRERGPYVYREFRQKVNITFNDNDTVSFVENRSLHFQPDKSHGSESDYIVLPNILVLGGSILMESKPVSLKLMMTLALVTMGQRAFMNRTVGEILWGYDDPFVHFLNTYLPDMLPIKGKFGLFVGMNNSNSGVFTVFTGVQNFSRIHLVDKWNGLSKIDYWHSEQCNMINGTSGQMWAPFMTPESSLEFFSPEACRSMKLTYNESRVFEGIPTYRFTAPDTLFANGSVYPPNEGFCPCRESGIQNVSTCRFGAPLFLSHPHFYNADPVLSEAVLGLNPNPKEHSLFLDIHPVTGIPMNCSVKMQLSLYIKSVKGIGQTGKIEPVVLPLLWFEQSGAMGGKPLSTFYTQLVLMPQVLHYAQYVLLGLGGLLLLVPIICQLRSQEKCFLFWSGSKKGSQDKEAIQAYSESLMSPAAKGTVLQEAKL
dFosB activator: enhances mouse delta FosB homodimer DNA binding | P13346 | purified delta FosB, TAMRA-CDK5 oligo fluorescence polarization; percent of positive-control signal above neutral wells | activation, % at 25 µM | 0.99% of 340,000 active | AID 493131;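 active means mean activation above about 17%, with every replicate also reaching it, limit read from the data, passing the limit was not always enough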;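 further: fluorescence polarization rise as delta FosB binds a TAMRA Cdk5 AP-1 oligo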
CAL PDZ FP-2: blocks peptide binding to human CAL PDZ domain; inhibition, % at 20 µM; Q9HD26; 0.02% of 330,000 active; AID 504414; purified CAL PDZ, TMR-peptide fluorescence polarization, 1 h;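 active means highest replicate inhibition of at least 40%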;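 further: plate controls were DMSO neutral control wells for no effect and unlabeled competitor peptide control wells for full effect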
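material = purified tagged CAL PDZ domain construct (CerCALP) | buffer or medium = sodium phosphate/NaCl buffer pH 7.4 with TCEP, IgG, Thesit | reagent = TMR-labelled reporter peptide T*-PRC34 bound in PDZ groove | incubation = 1 h room-temperature incubation prior to read | measured by = fluorescence polarization (mP) | evaluation = percent inhibition from loss of millipolarization | control set = unlabelled peptide and DMSO controls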
Rtt109 Vps75: C. albicans Rtt109 histone acetyltransferase inhibition. Q5AAJ8. purified Rtt109/Vps75, ThioGlo CoA-SH fluorescence, 4 h. inhibition, % at 34.9 µM. 0.16% of 330,000 active. AID 540336;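 active means inhibition of at least 50% in every replicate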
Numbers without * were called inactive; · = no result given.

mol	PfHsp90 yeast 2	CAL PDZ FP-2	CAL PDZ FP-1	SR-BI uptake up	dFosB activator	MITF act	Rtt109 Vps75	NSD2 HMT inh	SR-BI HDL uptake	PvdQ inh
O=C(Oc1ccc(F)cc1)N1CCOCC1	27	1.4	-4	4	2	·	-1	-3	-4	-16
COc1ccc(/C=N/NC(=O)c2[nH]c3ccc(Br)cc3c2-c2ccccc2)c(C(=O)O)c1OC	-1	-0.7	-2	-3	-9	-14	4	0	3	-5
O=C(NC1(C(F)(F)F)NC(=O)N(CCc2ccccc2)C1=O)C1CC1 (configuration not stated)	-23	-0.4	-1	12	-6	22	5	-1	-12	8
COc1cc(/C=C2\SC(=N)N(c3ccc(F)cc3)C2=O)ccc1O	13	-0.3	-1	-28	-14	11	-1	5	28	-12
COc1ccc(NC(=O)CCSc2nc(C)cs2)cc1	20	-0.4	-2	39	-3	·	1	-11	-39	-14
CC(=O)Nc1ccc(SCCN2CC[C@@H](O)CCC2=O)cc1	10	-0.9	0	29	6	4	-6	·	-29	-17
CC(C)c1ccc(NC(=O)COC(=O)/C=C/c2cccc(Br)c2)cc1	19	-0.6	-4	19	0	0	22	4	-19	13
CC(C)(C)CNC(=O)[C@]1(C)CCC[C@@]2(C)C3CC[C@@]4(C)C[C@]3(CCC21)CC4=O (some centres not stated)	10	-1.4	-3	10	-3	7	3	·	-10	-10
Cc1ccc(S(=O)(=O)CCC(=O)Nc2sccc2C(N)=O)cc1	-3	0.3	-2	19	-8	7	8	4	-19	-15
Cc1noc(NS(=O)(=O)c2ccc(NC(=O)c3ccc(N(C)C)cc3)cc2)c1C	7	-0.2	58*	1	-4	8	-6	1	-1	-11
OCCNCCCOc1cc(Cl)ccc1Cl	-14	-0.7	6	26	0	-7	-19	1	-26	-7
Cc1cc(Cl)ccc1NC(=S)NCc1ccc(Cl)cc1	-5	-2.1	-2	·	-5	6	-6	-1	·	-6

A different layout for eleven compounds above.
Fields – PfHsp90 yeast 2	CAL PDZ FP-2	CAL PDZ FP-1	SR-BI uptake up	dFosB activator	MITF act	Rtt109 Vps75	NSD2 HMT inh	SR-BI HDL uptake	PvdQ inh
O=C(Oc1ccc(F)cc1)N1CCOCC1
    27	1.4	-4	4	2	·	-1	-3	-4	-16
COc1ccc(/C=N/NC(=O)c2[nH]c3ccc(Br)cc3c2-c2ccccc2)c(C(=O)O)c1OC
    -1	-0.7	-2	-3	-9	-14	4	0	3	-5
O=C(NC1(C(F)(F)F)NC(=O)N(CCc2ccccc2)C1=O)C1CC1 (configuration not stated)
    -23	-0.4	-1	12	-6	22	5	-1	-12	8
COc1cc(/C=C2\SC(=N)N(c3ccc(F)cc3)C2=O)ccc1O
    13	-0.3	-1	-28	-14	11	-1	5	28	-12
COc1ccc(NC(=O)CCSc2nc(C)cs2)cc1
    20	-0.4	-2	39	-3	·	1	-11	-39	-14
CC(=O)Nc1ccc(SCCN2CC[C@@H](O)CCC2=O)cc1
    10	-0.9	0	29	6	4	-6	·	-29	-17
CC(C)c1ccc(NC(=O)COC(=O)/C=C/c2cccc(Br)c2)cc1
    19	-0.6	-4	19	0	0	22	4	-19	13
CC(C)(C)CNC(=O)[C@]1(C)CCC[C@@]2(C)C3CC[C@@]4(C)C[C@]3(CCC21)CC4=O (some centres not stated)
    10	-1.4	-3	10	-3	7	3	·	-10	-10
Cc1ccc(S(=O)(=O)CCC(=O)Nc2sccc2C(N)=O)cc1
    -3	0.3	-2	19	-8	7	8	4	-19	-15
Cc1noc(NS(=O)(=O)c2ccc(NC(=O)c3ccc(N(C)C)cc3)cc2)c1C
    7	-0.2	58*	1	-4	8	-6	1	-1	-11
OCCNCCCOc1cc(Cl)ccc1Cl
    -14	-0.7	6	26	0	-7	-19	1	-26	-7

Next part.
mol	PfHsp90 yeast 2	CAL PDZ FP-2	CAL PDZ FP-1	SR-BI uptake up	dFosB activator	MITF act	Rtt109 Vps75	NSD2 HMT inh	SR-BI HDL uptake	PvdQ inh
O=C(NCCN1CCOCC1)[C@H](Cc1ccccc1)N1C(=O)c2ccccc2C1=O	68	-0.7	-2	-7	-12	-6	8	-3	7	-8
Cc1noc(/C=C/N(C)C)c1S(=O)(=O)N1CCCC(C(=O)NCc2ccc(Cl)cc2)C1 (configuration not stated)	8	-1.5	0	-13	-3	-3	18	-10	13	-10
O=C(Cc1cccc(NC(=O)C2CCN(C(=O)C3CC3)CC2)c1)Nc1cccc(C(=O)N2CCCC2)c1	-3	0.1	0	11	-6	-2	-1	·	-11	-5
CN(CC(=O)Nc1ccccc1C(F)(F)F)C(=O)c1ccc2c(=O)n3c(nc2c1)CCC3	11	-1.5	-5	1	-3	8	3	-1	-1	10
O=C(CCCN1CCC(O)(c2cccc(C(F)(F)F)c2)CC1)c1ccc(F)cc1	13	-6.2	1	2	-4	3	-1	·	-2	-3
CC(=O)c1ccccc1NC(=O)COC(=O)c1cc[n+]([O-])cc1	-11	-0.5	·	7	-6	-3	6	-2	-7	0
COc1cc(C(=O)Nc2ccccn2)cc(OC)c1OC	-7	-2.0	-1	-29	2	4	1	1	29	-11
c1ccc(CCCNc2ncccn2)cc1	·	-0.2	·	-14	-2	·	17	1	14	-8
CC(OC(=O)c1ccc(F)cc1)C(=O)Nc1nc(-c2cccc([N+](=O)[O-])c2)cs1 (configuration not stated)	-44	-0.7	-19	-28	7	7	-5	4	28	7
CC(C)N1CCC(N2CCN(Cc3cnc(-c4ccccc4)s3)CC2CCO)CC1 (configuration not stated)	-11	-2.1	3	26	-5	0	-10	8	-26	-9
Cc1[nH]c2ccc(CNS(=O)(=O)c3ccc(S(=O)(=O)N4CCOCC4)cc3)cc2c1C	16	-0.5	3	-30	-8	-7	3	0	30	7
Cc1noc(C)c1S(=O)(=O)N1CCN(c2ccc(Cl)cc2)CC1	7	-2.4	-7	-48	-3	7	0	-7	48	-5
O=C(N1CCCCC1)N1CCN(C(=O)N2CCCCC2)CC1	1	-0.3	2	13	3	15	1	-1	-13	3
CCC1(C)N=C(N)Nc2nc3cc(C)c(C)cc3n21 (configuration not stated)	15	-0.2	-6	5	-6	4	-3	1	-5	10
